Source: PubChem
BLM helicase inh – blocks DNA unwinding by human BLM helicase; P54132; recombinant BLM DNA unwinding, fluorescence dequenching; Potency, µM (titrated, usually from 56.1 µM), without a hit: top-dose activity change, negative = inhibition, most hits filed as inhibitors; actives 0.2% (n = 350,000);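 further: plate controls were vehicle for no effect and no enzyme for full effect; nearly all actives have a fitted effect of over 35% in size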
POLH inh – inhibitors of human DNA polymerase eta | actives 1.2% (n = 390,000) | recombinant Pol eta, fluorescent DNA replication assay | Potency, µM (titrated, usually from 114 µM), for the others: at the highest dose activity change, negative = inhibition, most hits filed as inhibitors | Q9Y253; further: on the % scale 0 is the no-effect control and ±100 the full control effect
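Fluorescent replication assay: 50 nM final substrate added after a 15 min room-temperature compound preincubation with 10 nM enzyme. Signal taken at 0 min and again at 10 min.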
POLK inh – blocks human DNA polymerase kappa activity | Potency, µM (titrated, usually from 107 µM), for the others: top-dose activity, negative = inhibition, actives largely listed as inhibitors | AID 588579 | purified Pol kappa, fluorescent DNA synthesis assay, 10 min | Q9UBT6 | actives 0.53% (n = 400,000); further: on the % scale 0 is the no-effect control and ±100 the full control effect
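10 nM Pol kappa preincubated 15 min at room temperature with compounds, then reaction started with substrate at 50 nM final. Fluorescence read kinetically at 0 and 10 min; buffer-only wells served as negative control.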
POLB inh – DNA polymerase beta (human) inhibition; Potency, µM (highest dose often 114 µM), without a hit: at the highest dose activity change, negative = inhibition, actives largely listed as inhibitors; actives 1.3% (n = 340,000); Pol beta primer extension/strand displacement, fluorescence kinetic; further: on the % scale 0 is the no-effect control and ±100 the full control effect
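Pol beta (10 nM) was preincubated with compound for 15 min at room temperature. The reaction was then started with 50 nM substrate and read immediately and after a further 10 min at room temperature.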
G9a inh – inhibitors of human histone lysine methyltransferase G9a; Q96KQ7; G9a H3K9 monomethylation, AlphaScreen, 2 h; Potency, µM (top dose mostly 102 µM), for inactives: top-dose activity, negative = inhibition, actives largely listed as inhibitors; actives 8.8% (n = 350,000); AID 504332; further: on the % scale 0 is the no-effect control and ±100 the full control effect; nearly all actives have a fitted effect of over 75% in size
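G9a (20 nM) preincubated 15 min RT with compounds, then 500 nM biotinylated H3K9 peptide and 20 uM SAM added; 2 h RT reaction. Monomethyl-H3K9 product detected by AlphaScreen with anti-H3K9me1 antibody, streptavidin donor and anti-rabbit IgG acceptor beads.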
APE1 inh – blocks human APE1 abasic DNA cleavage. P27695. recombinant APE1, TAMRA/BHQ-2 abasic DNA cleavage fluorescence. Potency, µM (highest dose often 65.8 µM), for inactives: at the highest dose activity change, negative = inhibition, most hits filed as inhibitors. actives 0.35% (n = 350,000). AID 2517;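 further: plate controls were vehicle for no effect and reference inhibitor for full effect; nearly all actives have a fitted effect of over 55% in size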
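APE1 at 0.75 nM preincubated 15 min at room temperature with compound. Reaction then started with 50 nM double-stranded THF-abasic substrate labelled with TAMRA/BHQ-2, and 525/598 nm fluorescence read kinetically. Activity taken as third-minus-first read difference, normalized to DMSO and NSC13755 controls.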
Anesthetic bind – candidate novel general anesthetic via apoferritin binding | P02791 | apoferritin/1-aminoanthracene competitive binding, fluorescence | Potency, µM (highest dose often 77.5 µM), for inactives: top-dose activity change, negative = displacement, hits mostly inhibitors | actives 0.074% (n = 350,000); further: on the % scale 0 is the no-effect control and ±100 the full control effect; nearly all actives have a fitted effect of over 20% in size
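Apoferritin-based anesthetic binding model; compound displacement of fluorescent 1-AMA measured as endpoint fluorescence after 10 minutes at room temperature, scaled to free-ligand and complex controls.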
POLI inh – inhibitors of human DNA polymerase iota | Potency, µM (series often up to 115 µM), for inactives: at the top dose activity, negative = inhibition, hits mostly inhibitors | Pol iota fluorescent replication assay, 10 min | actives 1% (n = 390,000) | Q9UNA4
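Pol iota at 10 nM preincubated 15 min with compounds at room temperature; reaction started with fluorescent substrate, 50 nM final. Fluorescence read kinetically at 0 and 10 min; buffer-only wells as negative control.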
BAZ2B inh – inhibitors of human BAZ2B bromodomain. actives 4.4% (n = 360,000). Potency, µM (titrated, usually from 114 µM), for inactives: at the highest dose activity change, negative = inhibition, most hits filed as inhibitors. AID 504333. AlphaScreen BAZ2B-H3K14Ac peptide displacement. Q9UIF8; further: on the % scale 0 is the no-effect control and ±100 the full control effect; nearly all actives have a fitted effect of over 60% in size
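BAZ2B (50 nM) with biotin-H3(5-23)K14Ac peptide (50 nM) in PBS pH 7.4, 0.01% Tween-20, preformed 30 min, then compound 30 min at room temperature; top concentration 110uM. AlphaScreen streptavidin donor/nickel chelate acceptor beads (10 ug/mL final), 20 min dark, signal read.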
Active calls of the source: *; ? = inconclusive; nt = no result given; [ ] = another dose, or the depositor's remark. The call rests on the fitted dose curve; in most records, active means well fitted curve in the direction sought with a large enough effect; inconclusive means small, poorly fitted or top-dose-only effect, or another doubt; inactive means no such curve, though single readings can be large; an effect the other way counts as inactive or inconclusive. Potency means the concentration at half of the fitted maximal effect.

SMILES | BLM helicase inh | POLH inh | POLK inh | POLB inh | G9a inh | APE1 inh | Anesthetic bind | POLI inh | BAZ2B inh
O=C(CCCNS(=O)(=O)c1cccc2nsnc12)N1CCCCC1 | 1% | -10% | 3% | 3% | nt | -2% | -7% | 8% | 9%
CC(C)Oc1ccc(CNC(=O)c2cnc3sc(N4CCCCC4)nn3c2=O)cc1 | 2% | -9% | 1% | 0% | 12%[59 µM] | nt | ? | 20% | 12%
COc1ccc(C2CC(c3ccccc3OC(C)=O)=NN2C(=O)/C=C/c2ccccc2)cc1 (stereo not drawn) | -15% | -23% | -11% | 4% | 4%[59 µM] | 1% | -18% | -9% | -21%
CCS(=O)(=O)NCc1ccc2[nH]c3c(c2c1)CCCC3 | -6% | nt | nt | 0% | ? | 1% | 6% | nt | ?
Fc1cccc(Cl)c1COc1ccc(-c2nnco2)cc1 | -14% | -5% | -14% | 35% | -7% | 0% | -1% | ? | 0%
COc1ccccc1S(=O)Cc1ccc(C(=O)NCCc2ccc(Cl)cc2)o1 (stereo not drawn) | 4% | -7% | 9% | 8% | 40µM* | -3% | -10% | 17% | 1%
CCC(CC)c1nnc(NC(=O)C2COc3ccccc3O2)s1 (stereo not drawn) | -2% | -11% | -9% | ? | 48%[12.7 µM] | -1% | ? | 3% | 1%
COc1cc(N)ccc1Cc1ccc(N)cc1OC | -2% | -3% | -8% | 16% | -20%[59 µM] | -2% | -23% | 8% | nt
O=C(Nc1ccc(Cl)cc1)C1CCN(c2nc3ccccc3nc2C(F)(F)F)CC1 | 1% | -18% | 0% | 2% | 11%[59 µM] | nt | -10% | 0% | -1%
Cn1c2ccccc2c(=O)c2c(=O)n(Cc3ccco3)c(-c3ccc(C(C)(C)C)cc3)nc21 | -4% | nt | nt | ? | -46% | 2% | 3% | nt | -11%
O=C(Nc1ccc(S(=O)(=O)N2CCOCC2)cc1)c1ccc(F)cc1 | -2% | -18% | -4% | 12% | nt | 9% | -8% | 46%[activator] | -4%
CSc1nn2c(C(F)(F)F)cc(C(F)(F)F)nc2c1C(N)=O | -2% | 0% | 7% | -10% | 2% | 2% | -7% | 25% | -13%

Entries of single compounds as entered above.
COc1cc(N)ccc1Cc1ccc(N)cc1OC is entered as BLM helicase inh = -2%; POLH inh = -3%; POLK inh = -8%; POLB inh = 16%; G9a inh = -20%[59 µM]; APE1 inh = -2%; Anesthetic bind = -23%; POLI inh = 8%; BAZ2B inh = nt
CC(C)Oc1ccc(CNC(=O)c2cnc3sc(N4CCCCC4)nn3c2=O)cc1 is entered as BLM helicase inh = 2%; POLH inh = -9%; POLK inh = 1%; POLB inh = 0%; G9a inh = 12%[59 µM]; APE1 inh = nt; Anesthetic bind = ?; POLI inh = 20%; BAZ2B inh = 12%
CCC(CC)c1nnc(NC(=O)C2COc3ccccc3O2)s1 (stereo not drawn) is entered as BLM helicase inh = -2%; POLH inh = -11%; POLK inh = -9%; POLB inh = ?; G9a inh = 48%[12.7 µM]; APE1 inh = -1%; Anesthetic bind = ?; POLI inh = 3%; BAZ2B inh = 1%

Molecules listed so far that contain a CF3 group, in the order listed:
SMILES | BLM helicase inh | POLH inh | POLK inh | POLB inh | G9a inh | APE1 inh | Anesthetic bind | POLI inh | BAZ2B inh
O=C(Nc1ccc(Cl)cc1)C1CCN(c2nc3ccccc3nc2C(F)(F)F)CC1 | 1% | -18% | 0% | 2% | 11%[59 µM] | nt | -10% | 0% | -1%
CSc1nn2c(C(F)(F)F)cc(C(F)(F)F)nc2c1C(N)=O | -2% | 0% | 7% | -10% | 2% | 2% | -7% | 25% | -13%

Other entries.
SMILES | BLM helicase inh | POLH inh | POLK inh | POLB inh | G9a inh | APE1 inh | Anesthetic bind | POLI inh | BAZ2B inh
Cc1noc(C)c1S(=O)(=O)Nc1cc(C(F)(F)F)ccc1N1CCOCC1 | -4% | -8% | -15% | 90% | nt | 10% | 0% | 14% | 5%
Cc1cccc(-n2nc3c(c2NC(=O)c2ccc(Br)o2)CSC3)c1C | -6% | -14% | -6% | ? | 18%[59 µM] | -6% | -15% | 11% | 7%
Cc1cccc(C)c1N=C1C(=O)Nc2ccccc21 | -3% | -8% | -18% | ? | -5% | 38% | -1% | -8% | -26%
CCOC(=O)C1C(C(=O)Nc2cccc(C(F)(F)F)c2)C1C(=O)NC(C)C (stereo not drawn) | -1% | -20% | -7% | -2% | -2% | 2% | -6% | 83%[activator] | -10%
Cc1nn(Cc2c(F)c(F)c(F)c(F)c2F)c(C)c1NC(=O)c1ccnn1C | -3% | 4% | -15% | 10% | 26% | 15% | -10% | 10% | 3%
COc1ccc(OC)c(N/C(C)=C/C(=O)c2ccncc2)c1 | -5% | -23% | -5% | ? | 40µM* | 52% | -14% | 227%[activator] | ?
COc1ccc(NC(=O)CSc2c3c(nc4ccccc24)CCCC3)c(OC)c1 | 2% | -7% | -8% | -24% | ? | -1% | ? | 3% | ?
CCN(CC(=O)NCc1ccc(Cl)cc1)C(=O)CCOc1ccccc1C | nt | -7% | -2% | nt | -1% | 1% | nt | 14% | -2%
COc1cc([N+](=O)[O-])ccc1NC(=O)Nc1cnccn1 | -13% | 79µM* | 10% | 25% | 52%[activator] | 8% | -1% | -4% | 1%
Cn1nnc2cc(C(=O)NCc3ccco3)ccc21 | 1% | ? | -21% | 25% | ? | 14% | -5% | ? | -6%
CC[n+]1c(/C=C(\C)SC)sc2ccccc21 | 13% | -2% | -13% | ? | 79µM* | -1% | ? | ? | 79µM*
CN1CCc2c(sc(NC(=O)c3ccco3)c2C(N)=O)C1 | 4% | -5% | -11% | 80% | nt | 9% | -7% | -7% | -10%

3 compounds already listed, ordered by heavy-atom count, highest first.
SMILES | BLM helicase inh | POLH inh | POLK inh | POLB inh | G9a inh | APE1 inh | Anesthetic bind | POLI inh | BAZ2B inh
CCN(CC(=O)NCc1ccc(Cl)cc1)C(=O)CCOc1ccccc1C | nt | -7% | -2% | nt | -1% | 1% | nt | 14% | -2%
COc1ccc(OC)c(N/C(C)=C/C(=O)c2ccncc2)c1 | -5% | -23% | -5% | ? | 40µM* | 52% | -14% | 227%[activator] | ?
CN1CCc2c(sc(NC(=O)c3ccco3)c2C(N)=O)C1 | 4% | -5% | -11% | 80% | nt | 9% | -7% | -7% | -10%

Next entries follow:
SMILES | BLM helicase inh | POLH inh | POLK inh | POLB inh | G9a inh | APE1 inh | Anesthetic bind | POLI inh | BAZ2B inh
COc1ccc(C)cc1NC(=O)Cc1c(C(=O)O)c(C)cn1C | 3% | -9% | -6%[60.1 µM] | 1% | -2%[59 µM] | nt | -7% | 12% | -12%
COc1ccc(-n2c(=O)c3ccccc3n(Cc3ccccc3F)c2=O)cc1OC | -19% | -8% | -13% | -16% | -37% | 6% | -7% | -1% | -15%
CCCCNCC(=O)Nc1sc(C)c(C)c1C(=O)OCC | -1% | -4% | 3% | 13% | 2%[59 µM] | 11% | -3% | -6% | 9%
CCC1Oc2ccc(Cl)cc2N(CC(=O)O)C1=O (stereo not drawn) | 0% | -4% | -2% | -6% | -30% | -4% | -7% | 6%[58.9 µM] | 3%
Oc1ccc(Nc2nc3ccccc3n3cnnc23)cc1 | -3% | -21% | -5% | -2% | 13%[59 µM] | nt | -13% | 40%[activator] | 4%
COc1cc(OC)nc(Oc2ccccc2C(=O)Oc2ccccc2Cl)n1 | -6% | 7% | -9%[60.1 µM] | 27% | nt | -6% | -13% | -3% | 12%
Cc1cc(C)c(S(=O)(=O)C(C)C)c(=O)[nH]1 | -2% | -15% | 0% | 7% | 3% | 2% | -5% | 9% | -2%
COc1ccc(CCNC(=O)c2c[nH]n3c(=O)c(Cc4ccccc4Cl)c(C)nc23)cc1OC | -4% | nt | 6%[60.1 µM] | 79µM* | -2%[59 µM] | nt | -2% | -18% | -1%
NC(=O)N/N=C/c1ccc(-n2nncc2-c2ccc(Cl)cc2)cc1 | -3% | -11% | -5% | -11% | 4% | 4% | 3% | 27% | -30%
Cc1ccc(S(=O)(=O)N2CCN(S(C)(=O)=O)C2c2ccccc2)cc1 (stereo not drawn) | -1% | -6% | -2% | -2% | 8%[59 µM] | 5% | 1% | -7% | 7%
CC(OC(=O)/C=C/c1ccccc1)C(=O)Nc1cccc(C#N)c1 (stereo not drawn) | nt | -12% | -8% | nt | -23% | 19% | nt | 9% | -3%
Cc1ccc(NC(=O)c2ccccc2F)nc1 | 1% | -14% | -6% | -1% | 8%[12.7 µM] | 0% | -5% | -7% | 0%
O=C(NNC(=O)c1ccccc1C(F)(F)F)c1csc(N2CCOCC2)n1 | 2% | -7% | -8% | -18% | 44% | 1% | -13% | -8% | -17%
CCCCC1CCC(c2nc(-c3ccccn3)no2)CC1 (stereo not drawn) | -10% | -20% | -3% | -2% | 17%[2.33 µM] | 5% | -16% | 2% | 27%[57.1 µM]
CCc1ccc(N(C(=O)c2csnn2)C(C(=O)NC(C)(C)C)c2cccnc2)cc1 (stereo not drawn) | -2% | -2% | 0% | ? | ? | 2% | -9% | 11% | -30%
CCOc1ccc(C(=O)C(C)OC(=O)CN2C(=O)NC(C)(C)C2=O)cc1 (stereo not drawn) | nt | -20% | -4% | nt | -1% | 4% | nt | 26% | 10%
CN(C)S(=O)(=O)N1CCC(C(=O)O)(c2ccccc2)CC1 | 4% | -3% | -2% | 11% | 32%[12.7 µM] | 6% | 28% | -19% | 38%
CC(C)N(C(=O)[C@H]1C[C@H](CC(=O)NC(C)(C)C)C(=O)N2CCc3c([nH]c4ccc(Cl)cc34)[C@]12C)C(C)C | nt | -25% | 0% | nt | nt | 20% | nt | 6% | nt
COc1ccccc1CNC(=O)c1cc(-c2ccccc2)nn1Cc1cc(C)no1 | nt | -22% | -21% | nt | 8%[2.33 µM] | -4% | nt | -23% | 4%
O=C(NCCCN1CCN(C2CCCCC2)CC1)Nc1ccccc1C(F)(F)F | 1% | -10% | -10% | 13% | 16% | -2% | -11% | -4% | -26%
O=C(CCc1ccccc1)N1CCN(S(=O)(=O)c2cccs2)CC1 | 0% | -6% | 2% | -1% | 25% | 30% | -5% | 5% | -12%
COC(=O)C1=C(C)N(CCc2ccccc2)C(=O)/C1=C\c1ccco1 | -15% | -17% | -13% | -15% | 32µM* | 6% | -8% | -1% | 35µM*

An excerpt; rates above refer to the full screens.
